Source: PubChem BioAssay (several laboratories)
PME-1 primary: PME-1 (human) inhibition | Q9Y570 | recombinant PME-1, FP-Rh probe fluorescence polarization | AID 2130 | hit rate 0.53% among 320,000 | inhibition, % at 5.9 µM;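 active = inhibition above the campaign mean of all compounds plus 3 SD, cut at about 26% in these data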;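 also: competitive labeling of PME-1 active site by serine hydrolase directed probe; 0% = PME-1 with DMSO and 100% = wells lacking PME-1 enzyme; inhibitors block probe labeling so polarization falls and inhibition rises; many of its hits are not listed in these tables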
BCLXL inh: blocks human Bcl-xL binding to Bim BH3 peptide; GST-Bcl-xL / FITC-Bim BH3 peptide fluorescence polarization; inhibition, % at 10.9 µM; hit rate 0.7% among 320,000; AID 2129;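 active = inhibition above the mean of all tested compounds plus 3 SD, cutoff set per campaign, cut at about 30% in these data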;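 also: 0% = DMSO wells and 100% = unlabeled Bim-BH3 peptide competitor; inhibitors lower millipolarization by displacing the labeled peptide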
VLA-4 inh: inhibition in a human VLA-4 binding assay | P13612 | VLA-4 expressing cells, ligand binding flow cytometry | inhibition, % (about 7 µM as worked out from the volumes in the protocol) | hit rate 0.2% among 330,000; in the data active = inhibition above about 50%
Target sequence (P13612 whole entry, looked up): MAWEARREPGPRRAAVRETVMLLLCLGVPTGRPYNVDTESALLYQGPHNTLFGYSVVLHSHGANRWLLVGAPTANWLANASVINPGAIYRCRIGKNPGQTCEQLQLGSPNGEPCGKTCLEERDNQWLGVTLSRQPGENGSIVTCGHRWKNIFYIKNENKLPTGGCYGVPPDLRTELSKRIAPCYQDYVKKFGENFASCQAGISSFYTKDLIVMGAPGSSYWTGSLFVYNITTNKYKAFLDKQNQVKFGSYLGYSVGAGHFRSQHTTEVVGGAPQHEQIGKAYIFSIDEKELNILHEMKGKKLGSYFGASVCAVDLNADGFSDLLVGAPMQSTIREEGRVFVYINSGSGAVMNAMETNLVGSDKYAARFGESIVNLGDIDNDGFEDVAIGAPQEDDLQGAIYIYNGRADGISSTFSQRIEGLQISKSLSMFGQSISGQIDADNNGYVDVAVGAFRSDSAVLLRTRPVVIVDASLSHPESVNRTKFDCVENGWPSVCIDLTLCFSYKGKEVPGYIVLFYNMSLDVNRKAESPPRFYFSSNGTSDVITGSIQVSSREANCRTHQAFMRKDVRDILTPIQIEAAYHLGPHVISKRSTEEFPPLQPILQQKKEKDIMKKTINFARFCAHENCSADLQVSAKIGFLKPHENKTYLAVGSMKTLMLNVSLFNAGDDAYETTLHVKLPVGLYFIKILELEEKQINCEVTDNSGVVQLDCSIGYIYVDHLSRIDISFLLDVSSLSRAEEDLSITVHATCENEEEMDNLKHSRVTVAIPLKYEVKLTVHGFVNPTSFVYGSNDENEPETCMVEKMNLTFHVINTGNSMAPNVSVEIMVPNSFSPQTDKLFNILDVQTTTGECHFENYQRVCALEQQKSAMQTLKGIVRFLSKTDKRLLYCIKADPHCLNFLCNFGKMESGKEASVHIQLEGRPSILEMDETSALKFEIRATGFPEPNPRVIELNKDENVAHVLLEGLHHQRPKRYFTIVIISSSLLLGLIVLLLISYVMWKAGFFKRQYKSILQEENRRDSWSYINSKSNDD
Efflux pump inh: inhibitors of Candida antifungal efflux pumps expressed in yeast. S. cerevisiae Candida pump triplex, Nile Red efflux. inhibition, % at 10 µM. hit rate 0.44% among 330,000. AID 485275;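 active = plate passing quality check with inhibition over a set limit, or well fluorescence over plate mean plus 4 SD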;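 also: Nile Red retained in pooled yeast measured as flow cytometry median fluorescence; 0% = buffer negative control and 100% = Enniatin B positive control; higher means more Nile Red kept so more efflux inhibition; some compounds called inactive have numbers as strong as hits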
MEX-5 binding: C. elegans MEX-5 TCR-2 RNA binding activity; Q9XUB2; hit rate 0.38% among 300,000; AID 1832; activity score (negative = inhibition of binding), % at 10 µM; MEX-5/FITC-TCR2 RNA binding, fluorescence polarization; stronger effect = lower value;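 active = inhibition past about -25% in most replicates, and total fluorescence under double the plate's negative control median, limit read from the data; inconclusive = replicates evenly split on the limit, or fluorescence at least double controls; inactive = too little inhibition in most replicates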;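 also: 0% = DMSO and -100% = 5 µM competing unlabeled TCR2 RNA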
GRK2 inh: inhibitors of human GRK2 displacing RNA aptamer | bead flow cytometry, FAM-aptamer displacement from GRK2 | hit rate 0.59% among 330,000 | inhibition of aptamer binding, % at 10 µM | AID 488847;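 active = inhibition of aptamer binding above 40%, roughly 3 SD of noise, on plates passing a quality check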;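 also: median bead fluorescence of bound FAM aptamer so fluorescent compounds give negative values; no value below 0 was filed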
GLD-1 TGE inh: GLD-1-TGE RNA interaction inhibition (C. elegans) | Q17339 | purified GLD-1 + fluorescein TGE RNA, fluorescence polarization | inhibition, % at 5.96 µM | hit rate 0.44% among 320,000 | AID 2280;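 active = percent inhibition above a per-plate cutoff, the plate mean of test compounds plus 3 SD, cut at about 30% in these data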;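 also: 0% = DMSO wells with GLD-1 and probe and 100% = wells lacking GLD-1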
Fam108B inh: Fam108B inhibition, counter-screen for RBBP9 inhibitors. recombinant Fam108B, FP-Rh probe fluorescence polarization. inhibition, % at 9.51 µM. hit rate 0.33% among 300,000. AID 1947;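 active = inhibition above the screen mean inhibition plus 3 SD, computed separately per campaign, cut at about 18% in these data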;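 also: inhibitors lower polarization as less probe binds the enzyme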
MCL1 BIM primary: disrupts human MCL1 binding to BIM-BH3 peptide. Q07820. GST-MCL1 / FITC-Bim-BH3 fluorescence polarization. inhibition, % at 10.9 µM. hit rate 0.68% among 320,000. AID 2057;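 active = inhibition above the mean inhibition of all tested compounds plus 3 SD, set per campaign, cut at about 40% in these data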;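 also: 0% = DMSO wells and 100% = unlabeled Bim-BH3 peptide control; higher means more loss of mP so more displacement of Bim peptide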
Numbers without * were called inactive; ? = inconclusive; . = no result given. These rows are one share of the data; count on the stated rates, not on these rows.

SMILES	PME-1 primary	BCLXL inh	VLA-4 inh	Efflux pump inh	MEX-5 binding	GRK2 inh	GLD-1 TGE inh	Fam108B inh	MCL1 BIM primary
COc1ccccc1N1CCN(Cc2cc(=O)c(OCC(=O)NC3CCCC3)co2)CC1	-2	6	6	0.0	4.0	0	0	0	-2
CCC(=O)NC(Nc1cccc(C)n1)(C(F)(F)F)C(F)(F)F	-4	0	3	0.0	2.5	0	19	-2	-5
Cc1nn(CC(=O)N(C)C2CCS(=O)(=O)C2)c(C)c1[N+](=O)[O-] (stereo not given)	-3	-7	5	-0.1	-2.1	0	9	3	0
COc1cc(/C=N/n2c(SC)nnc(C(C)(C)C)c2=O)ccc1O	0	3	-4	-0.1	1.1	0	5	1	11
CCCNS(=O)(=O)c1ccc(OCC(=O)OC)cc1	-4	4	4	-0.1	0.0	0	0	-4	1
O=C(NC(Nc1cc(C(F)(F)F)ccc1Cl)C(=O)c1ccccc1)c1ccccc1 (stereo not given)	-32	11	-17	0.0	-1.1	0	-1	3	-1
COc1ccc(C(=S)N2CCOCC2)cc1OC(=O)c1cccc([N+](=O)[O-])c1	0	4	4	0.1	-0.5	1	5	4	9
O=C(NC(c1ccccc1)c1ccccc1)N1CCOCC1	-4	6	4	0.0	0.2	3	7	3	9
COc1cccc(NC(=O)Cn2cc(C(=O)C3CC3)c3ccccc32)c1	-4	2	17	0.0	-0.6	2	-6	-1	1
CCOC(=O)N1CCc2c(sc(NC(=O)CN3CCOCC3)c2C(=O)Nc2ccccc2)C1	-2	3	8	0.9	-0.2	2	-10	-3	-4
COc1cc(NC(=O)COC(=O)c2ccc(S(=O)(=O)N3CC(C)CC(C)C3)cc2)c(C)cc1[N+](=O)[O-] (stereo not given)	-2	4	8	0.1	0.5	0	8	1	1
O=C(NC(=S)Nc1cc(C(F)(F)F)ccc1N1CCOCC1)c1ccco1	1	4	0	0.1	0.8	7	4	-2	6
O=C(NC1CCCCC1)N1CCN(c2nc(-c3ccccc3)cs2)CC1	4	-1	15	0.0	-5.4	1	-4	0	5
Cc1ccc(=O)n(C(C(=O)NCc2ccco2)C(=O)c2ccc(F)cc2)c1 (stereo not given)	4	6	7	0.0	-3.6	1	3	0	6
CNC(C)c1cc(OC)ccc1OC (stereo not given)	-3	1	6	0.0	0.9	16	2	-2	6
O=c1c2ccccc2nc(SCc2ccc([N+](=O)[O-])cc2)n1-c1ccccc1	18	-1	.	0.0	-0.6	2	-11	-7	2
Cc1ccc(Nc2nc(Cl)nc(NC(C)(C)C)n2)cc1	-3	3	1	1.1*	0.0	0	1	-4	5
Cc1ccccc1C(=O)NC(C(N)=O)P(=O)(OC(C)C)OC(C)C (stereo not given)	2	1	2	-0.2	2.8	1	6	5	-1
O=C(NCCN1CCOCC1)C(=O)c1c[nH]c2ccccc12	0	1	9	-0.1	0.2	3	5	-2	-4
O=C1OCCC1Sc1nnc(-c2ccc(Cl)cc2Cl)o1 (stereo not given)	1	5	-6	-0.1	0.1	0	3	-3	6
COc1ccccc1C(=O)N1CCN(c2nc3cc(C)c(C)cc3cc2C#N)CC1	8	-1	4	0.5	1.2	2	-7	0	-13
Cc1cc(C)cc(N2C(=O)CC(c3ccccc3)CC2=O)c1	3	-4	6	0.3	.	0	0	.	1
O=C(C1=C[C@@H](c2ccc3c(c2)OCO3)C[C@@H](OCc2ccc(CO)cc2)O1)N1CCOCC1	3	-3	-4	0.0	-2.5	3	-2	-1	-7
CC1CCN(C(=O)CN2C(=O)C(=O)c3ccccc32)CC1	5	2	22	-0.2	1.0	0	-6	1	10
CC(C)C(c1nnnn1Cc1cccs1)N1CCN(C2CCCC2)CC1 (stereo not given)	-9	-2	1	0.2	0.4	0	-1	-3	-7
COc1ccc(CCNC(=O)CCc2nc3sc4c(c3c(=O)[nH]2)CCCC4)cc1	-3	-2	-16	-0.1	-0.1	0	-7	-8	0
COc1ccc(CNC2CCCc3ccccc32)c(OC)c1 (stereo not given)	.	.	-2	0.0	1.4	0	.	.	.
Cc1cc(C)n(C2=NS(=O)(=O)c3ccccc32)n1	3	4	21	0.0	-1.1	3	4	-1	6
O=C(NCCSc1c[nH]c2ccccc12)C1CC1	2	2	-6	-0.1	1.9	0	7	7	3
COc1ccccc1N1CCN(C(=O)c2cc3n(n2)C(C(F)(F)F)CC(c2ccco2)N3)CC1 (stereo not given)	-8	7	15	-0.1	-4.5	2	8	-1	7
CC(=O)Nc1nc(SCc2ccc(Cl)cc2Cl)n[nH]1	-2	1	17	0.1	1.1	0	-4	-1	-1
CCOc1ccc(/C=C2\N=C(c3cccs3)OC2=O)cc1OC	-5	-2	-16	0.0	?	0	-1	4	1
Oc1cccc(/C=N/Nc2cc(N3CCCC3)nc(N3CCCC3)n2)c1	31*	8	7	-1.7	-1.6	0	11	8	10
O=C(c1cccc(COc2cccc3ccccc23)c1)N1CCCC1	4	3	-5	0.0	1.4	1	3	1	6
Cc1ccccc1/C=N/NC(=O)c1ccc(-n2cnnn2)cc1	-9	3	4	0.0	.	40	10	.	5
CC(C)(C)c1ccc(C(=O)CCCSC2=C(C#N)C(c3ccco3)C3=C(CCCC3=O)N2)cc1 (stereo not given)	-19	4	17	-0.1	.	0	5	-13	3
O=C(CSc1nnc(-c2ccncc2)o1)Oc1ccccc1	1	6	10	0.0	0.6	5	3	2	3
CCc1cc(=O)oc2c(C)c(OCC(=O)N3CC[C@@]4(O)CCCC[C@H]4C3)ccc12	0	-1	15	-0.2	3.0	0	5	-1	1
Cc1cc(NC(=O)Cc2csc(-c3ccccc3)n2)ccc1Br	-5	4	30	-0.3	-0.9	0	10	-3	3
O=S(=O)(Nc1ccc(OC(F)(F)F)cc1)c1cccc2nonc12	6	8	1	-0.1	-0.3	2	-2	-2	8
CC(C)(C)N1CC2(c3ccccc3)CN(C(C)(C)C)CC(c3ccccc3)(C1)C2=O	-2	1	35	0.0	-0.6	36	1	2	-5
COc1ccc(C(=O)NCCCN2CCCC2=O)cc1	-3	4	8	-0.2	1.9	1	4	-1	0
O=C(Nc1ccccc1[N+](=O)[O-])c1cc2ccccc2nc1Cl	0	3	7	0.1	-0.1	0	0	-1	5
CC(=O)Nc1cc(C(=O)N2CCCC2)ccc1S(=O)(=O)c1ccc(Cl)cc1	0	3	5	0.0	-0.3	0	5	0	-8
CCCCN1CN(S(=O)(=O)c2ccc(OC)cc2)c2nc3ccccc3nc21	4	8	-3	0.1	-1.7	0	7	-2	10
Cc1cc(C(=O)O)cc(S(=O)(=O)N2CCOCC2)c1C	-1	10	10	-0.1	1.5	0	4	-1	4
NNC(=O)CN(CCc1ccccc1)S(=O)(=O)c1ccc(Cl)cc1	-11	6	-2	0.2	0.8	0	-4	-4	12
COc1ccc(S(=O)(=O)NC(C)C(=O)N2CCCCCC2)cc1 (stereo not given)	-2	9	-9	0.2	-1.5	0	1	-3	0
O=C(NCc1ccco1)/C(=C\c1ccc(F)cc1)NC(=O)c1ccco1	-4	-1	13	0.1	2.1	3	-4	-1	3
CN(C)c1ccc(-c2cc3ccccc3c(=O)o2)cc1	.	.	-7	-0.2	.	1	2	.	.
COc1ccccc1N(C)S(=O)(=O)c1ccc(C(=O)Nc2cccc(Br)c2)cc1	.	.	3	-0.2	.	0	6	.	.
COc1ccc(C(=O)Nc2cccc3ccccc23)cc1	-1	5	-1	0.0	0.4	0	-5	3	5
C=CCn1c(SCc2cc(=O)n3cc(C)ccc3n2)nnc1-c1cccc(C)c1	-1	-5	5	3.4	-1.8	0	-2	-8	-17
O=C(COc1ccccc1)Nc1ccc(N2CCN(C(=O)c3ccco3)CC2)cc1	-7	6	6	0.1	0.7	0	3	0	0
CCc1c(C)sc(NC(=O)Cn2nc(C)c([N+](=O)[O-])c2C)c1C(N)=O	-5	14	-2	1.7	1.8	0	5	0	18
CN(CCO)c1cc(N2CCN(C(=O)c3ccco3)CC2)c2nonc2c1[N+](=O)[O-]	5	3	27	0.3	0.4	2	-3	2	7
COc1ccc(OCc2cc(C(=O)N(C)Cc3nccn3C)no2)c2ccccc12	1	4	-2	-0.2	1.0	3	1	3	12
CC(C)Cn1c(=O)c(C(=O)Nc2ccncc2)c(O)c2ccccc21	1	10	6	-0.3	1.3	2	-1	-4	11
Cc1ccc2nc3nc(NCC4CCCO4)c(C(=O)NC4CCCCC4)cc3c(=O)n2c1 (stereo not given)	2	-6	-5	0.0	-4.4	0	-11	2	-4
O=C(C1CCCN(S(=O)(=O)c2ccccc2)C1)N1CCCCC1 (stereo not given)	2	-1	7	0.2	-0.4	4	0	0	-4

Two records picked at random from the list so far, as already listed:
SMILES	PME-1 primary	BCLXL inh	VLA-4 inh	Efflux pump inh	MEX-5 binding	GRK2 inh	GLD-1 TGE inh	Fam108B inh	MCL1 BIM primary
O=C(NC(=S)Nc1cc(C(F)(F)F)ccc1N1CCOCC1)c1ccco1	1	4	0	0.1	0.8	7	4	-2	6
CC(C)(C)c1ccc(C(=O)CCCSC2=C(C#N)C(c3ccco3)C3=C(CCCC3=O)N2)cc1 (stereo not given)	-19	4	17	-0.1	.	0	5	-13	3

Next compounds follow:
SMILES	PME-1 primary	BCLXL inh	VLA-4 inh	Efflux pump inh	MEX-5 binding	GRK2 inh	GLD-1 TGE inh	Fam108B inh	MCL1 BIM primary
CCCOC1CCCN(C(=O)c2ccc3oc(C(C)C)nc3c2)C1 (stereo not given)	2	2	13	0.1	-2.5	2	1	-2	0
CCOc1ccc(-c2nnn(CC(=O)NCc3ccco3)n2)cc1	-4	1	39	0.0	0.5	0	0	3	-2
Cc1ccc(NC(=O)Cn2nnc(C(=O)NCc3ccc(Cl)cc3)c2N)cc1F	-11	-7	23	0.1	1.3	5	-2	-12	2
CCc1nnc(NC(=O)CSc2nnc(COc3cccc(C)c3)o2)s1	3	4	22	-0.1	-5.6	0	1	4	20
O=S(=O)(c1ccc(Cl)cc1)c1nc(-c2ccccc2F)oc1NCCCN1CCOCC1	-2	2	20	0.2	-0.5	1	-2	-1	-1
O=C(O)Cn1nc(-c2ccc(Cl)cc2)ccc1=O	-7	-1	4	0.1	-1.7	1	-11	-5	3
CCSc1nc(N)c2c3c(sc2n1)CN(C)CC3	-2	7	21	0.1	-1.0	4	-9	-4	6
FC(F)(F)c1ccc(C2[C@H]3CN(Cc4cccnc4)[C@H](c4ccccc4)C34CC2(c2cccnc2)C4)cc1 (stereo not given in full)	-4	5	-5	0.2	1.1	0	2	-6	5
O=[N+]([O-])c1ncc(Br)cc1Nc1ccccc1	-1	-2	10	0.0	3.0	0	4	3	2
O=C(Nc1cccc(NC(=O)c2ccco2)c1)c1cccc(Br)c1	-4	1	-9	0.1	0.3	3	8	-7	3
O=C(O)/C=C/C(=O)Nc1c(F)cccc1F	-3	6	8	0.0	-2.8	0	5	-1	2
N=c1n(CC(=O)O)c2ccccc2n1Cc1ccccc1Cl	-2	2	20	0.0	-0.6	1	4	-2	0
C=CCN(c1ccccc1)S(=O)(=O)c1ccc2c(c1)oc(=O)n2C	-3	-7	-15	0.1	3.0	1	1	-1	-5
COc1ccc2c(c1)CCCC2NS(=O)(=O)OCC(Cl)(Cl)Cl (stereo not given)	-5	3	7	0.0	-2.1	2	1	9	2
CCOC(=O)C1(Cc2ccccc2)CCN(Cc2ccc(C3CCCCO3)s2)CC1 (stereo not given)	-1	0	-3	-0.1	-2.6	1	4	2	-5
CCCC(=O)NC(c1ccc(N(C)C)cc1)c1c(O)ccc2ccccc12 (stereo not given)	9	6	-3	0.3	0.5	0	1	0	6
